Bioassay records deposited in PubChem BioAssay by Southern Research Institute.
biotin-GST TR-FRET: biotin-GST/anti-GST TR-FRET signal inhibitors, dose response, artefact control for Vif-APOBEC3G degradation inhibitor project, biochemical (AID 1117362). TR-FRET counter screen, biotin-GST/anti-GST signal. IC50 in µM for hits, for the others inhibition, % at the top dose, mostly 100 µM. actives 2.8% (n = 3,600);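 active = inhibition above 30% at one or more concentrations, seen consistently on every test date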;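 note: biotinylated GST protein used in place of GST-Vif 1-94 and biotin-A3G peptide; detects fluorescence quenchers or blockers of GST binding to anti-GST antibody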
* marks the source's active call; other numbers are inactive results. The list is partial; count on the stated rates, not on these rows.

| SMILES | biotin-GST TR-FRET |
| --- | --- |
| O=C1NC(=O)N(c2ccc(Cl)cc2)C(=O)/C1=C\c1ccc(Sc2nc3ccccc3[nH]2)o1 | -2.9% |
| CC(Cc1ccc(O)cc1)NCC(O)c1ccc(O)c(O)c1 (stereo not drawn) | -0.5% |
| CN1C(=O)/C(=C/c2cccn2-c2ccc3ccccc3c2)C(=O)NC1=S | -1.1% |
| O=C(O)C1Cc2ccccc2N2CCCC12 (stereo not drawn) | 16µM* |
| Cn1cccc1/C=C1/C(=O)NC(=S)N(Cc2ccc(F)cc2)C1=O | -17% |
| CCSC1=NN1c1cc(C)nc(N)n1 | 1.8% |
| CCc1ccccc1NC(=O)CSc1nnc([C@@H](N)Cc2c[nH]c3ccccc23)o1 | 0.7% |
| CCN1C(=O)N(CC)C(=O)C2(Cc3ccccc3N3CCN(c4ccccc4)CC32)C1=O (stereo not drawn) | 2.0% |
| O=C1CC23c4ccccc4N4C(=O)CC5OCC=C6CN1C2CC6C5C43 (stereo not drawn) | 2.2% |
| O=c1[nH]c(O)c(/C=C2/C=CC(c3cc(Cl)ccc3Cl)=N2)c(=O)[nH]1 | 6.3% |
| COCOC1CCC2C3CCC4=CC(=O)CCC4=C3C=CC12C (stereo not drawn) | 0.9% |
| O=C(COC(=O)c1cccc(O)c1)Nc1ccc(Cl)cc1C(=O)c1ccccc1 | 4.9% |
| Oc1ccc(/C=N/NP(=S)(c2ccccc2)c2ccccc2)cc1O | -2.8% |
| Cc1ccc(-n2nc(C)c(C3C(C#N)=C(N)Oc4c3c(=O)oc3ccccc43)c2Cl)cc1 (stereo not drawn) | -4.8% |
| c1ccc2c3c([nH]c2c1)CNCC3 | 0.6% |
| NCCc1c[nH]c2ccccc12 | 1.0% |
| CCC1CCCCN1P(=O)(c1ccc(C)o1)C(C)(C)C (stereo not drawn) | -2.7% |

Arranged by length of the SMILES (smallest number first): part of the list above.
| SMILES | biotin-GST TR-FRET |
| --- | --- |
| c1ccc2c3c([nH]c2c1)CNCC3 | 0.6% |
| CCc1ccccc1NC(=O)CSc1nnc([C@@H](N)Cc2c[nH]c3ccccc23)o1 | 0.7% |
| O=C1NC(=O)N(c2ccc(Cl)cc2)C(=O)/C1=C\c1ccc(Sc2nc3ccccc3[nH]2)o1 | -2.9% |

Filtered by structure: those above with a carbonyl joined to an NH by a bond outside any ring (two)
| SMILES | biotin-GST TR-FRET |
| --- | --- |
| CCc1ccccc1NC(=O)CSc1nnc([C@@H](N)Cc2c[nH]c3ccccc23)o1 | 0.7% |
| O=C(COC(=O)c1cccc(O)c1)Nc1ccc(Cl)cc1C(=O)c1ccccc1 | 4.9% |

In a second layout: two of the compounds above.
CCc1ccccc1NC(=O)CSc1nnc([C@@H](N)Cc2c[nH]c3ccccc23)o1
- biotin-GST TR-FRET: 0.7%
Cn1cccc1/C=C1/C(=O)NC(=S)N(Cc2ccc(F)cc2)C1=O
- biotin-GST TR-FRET: -17%
